STAT1 activator – increases IFN-gamma driven STAT1 reporter signal; NIH 3T3 STAT1-luciferase reporter, luminescence; 100% = IFN-gamma alone, no compound; activation (% of control), % at 5.5 µM; AID 932; actives 2.6% (n = 200,000);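 active means activation above the screen-wide mean activation plus 3 SD, cut at about 130% in these data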;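 further: raw ratio to IFN-gamma control signal so 100% means no change and 0% no light; values of inactives mirror those of a sister screen read the other way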
APP 5'UTR act – activates APP 5'UTR luciferase reporter. actives 1% (n = 190,000). activation, % at 2 µM. SH-SY5Y APP 5'UTR luciferase reporter, luminescence; zero percent = DMSO vehicle wells;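 active means activation above a set limit, based on mean plus 3 SD of controls, cut at about 140% in these data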; further: values of inactives mirror those of a sister screen read the other way
ROMK primary – modulators of human ROMK potassium channel | actives 2% (n = 130,000) | B-score at 10 µM | P48048 | AID 1918 | Tet-inducible ROMK, thallium flux fluorescence; actives lie on both sides;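 active means signal ratio slope over the read window, or its plate-corrected B-score, at least 3 SD from the plate mean, either direction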;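 further: B-score of the F/F0 ratio slope over 7 to 12 s after thallium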
Target sequence (P48048 whole entry, looked up): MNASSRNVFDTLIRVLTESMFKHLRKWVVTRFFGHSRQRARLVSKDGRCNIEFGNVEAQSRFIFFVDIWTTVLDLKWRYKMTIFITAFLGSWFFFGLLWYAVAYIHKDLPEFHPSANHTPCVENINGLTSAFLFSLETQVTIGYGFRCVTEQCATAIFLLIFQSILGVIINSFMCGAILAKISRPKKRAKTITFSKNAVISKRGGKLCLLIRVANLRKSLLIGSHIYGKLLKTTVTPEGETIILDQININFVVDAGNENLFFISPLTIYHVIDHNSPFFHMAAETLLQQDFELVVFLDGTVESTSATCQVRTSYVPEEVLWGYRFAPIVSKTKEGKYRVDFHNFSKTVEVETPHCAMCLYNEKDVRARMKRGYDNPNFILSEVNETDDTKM
STAT1 inh – inhibitors of IFN-gamma induced STAT1 signaling. NIH 3T3 STAT1-luciferase reporter, luminescence. inhibition, % at 5.5 µM. actives 0.35% (n = 200,000). AID 920;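 active means inhibition above a set limit, the mean inhibition across all tested compounds plus 3 SD, cut at about 34% in these data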;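 further: 0% = IFN-gamma with DMSO and 100% = IFN-gamma with 300 µM nifuroxazide; values of inactives mirror those of a sister screen read the other way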
FLuc inh counter – Photinus pyralis luciferase inhibition counter-screen; ATPLite firefly luciferase biochemical luminescence, 10 min; AID 1006; actives 1.5% (n = 200,000); inhibition, % at 10 µM;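 active means inhibition above about 50% when tested at 10 µM, limit read from the data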
Target sequence (P08659 whole entry, looked up): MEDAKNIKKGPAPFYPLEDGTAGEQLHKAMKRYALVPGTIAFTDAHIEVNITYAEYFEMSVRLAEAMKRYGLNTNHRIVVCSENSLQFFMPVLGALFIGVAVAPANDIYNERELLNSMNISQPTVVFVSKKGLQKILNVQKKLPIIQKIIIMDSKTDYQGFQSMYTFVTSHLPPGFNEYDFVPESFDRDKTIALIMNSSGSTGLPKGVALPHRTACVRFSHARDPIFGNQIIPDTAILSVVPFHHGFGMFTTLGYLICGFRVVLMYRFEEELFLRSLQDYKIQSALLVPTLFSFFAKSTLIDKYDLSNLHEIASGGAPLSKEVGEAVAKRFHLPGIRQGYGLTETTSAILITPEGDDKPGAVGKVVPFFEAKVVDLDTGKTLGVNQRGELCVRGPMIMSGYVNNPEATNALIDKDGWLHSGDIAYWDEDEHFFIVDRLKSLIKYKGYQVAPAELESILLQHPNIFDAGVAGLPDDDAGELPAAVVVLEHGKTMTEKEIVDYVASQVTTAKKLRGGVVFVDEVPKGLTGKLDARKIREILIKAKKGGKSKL
FLuc act counter – firefly luciferase counter-screen for stimulation assays. P08659. ATPlite luciferase biochemical, luminescence, 10 min; 0 = ATP-free wells, 1 = DMSO control. activation factor at 10 µM. 200,000 tested, under 10 active. AID 1027;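 active means luciferase activation factor, scaled between plate controls, of at least 2 with compound at 10 µM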
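Assay system – cell-free luciferase reagent · Medium – PBS-based ATP solution · Dosing – test compounds dosed from 2 mM stocks in 100% DMSO · Timing – 10 min, room temperature · Technique – light output (luminescence) · Measure – luminescence gain marking luciferase activators · Controls – No-ATP low control, compound-free enzyme-plus-ATP high control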
STAT3 act – increases IL-6 driven STAT3 reporter signal; U3A cells, IL-6 STAT3-luciferase reporter, luminescence; 100% = signal with IL-6 EC80 alone; activation (% of control), % at 5.6 µM; actives 0.91% (n = 190,000);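 active means activation above the screen-wide mean of compound activation plus 3 SD, cut at about 130% in these data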;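 further: 0% = background luminescence of wells with medium and substrate only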
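Test system: Human STAT1-deficient U3A cells with stable STAT3-luciferase reporter | Also added: Interleukin-6, 33 ng/mL | Timing: Compound pre-incubation 1 h before IL-6, then 6 h stimulation at 37 °C | Technique: Luciferase reporter luminescence | Read-out: Percent of IL-6-only median luminescence | Benchmarks: IL-6-only wells as 100% reference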
APP 5UTR inh – APP translation inhibition; inhibition, % at 2 µM; SH-SY5Y APP 5'UTR-luciferase reporter, luminescence; actives 0.82% (n = 190,000);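 active means inhibition above a set limit, derived from the sample mean plus 3 SD, cut at about 45% in these data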; further: values of inactives mirror those of a sister screen read the other way
STAT3 inh – inhibitors of IL-6 induced STAT3 signaling | U3A cells, IL-6 STAT3-luciferase reporter, luminescence; host cell line lacks STAT1 | actives 0.89% (n = 190,000) | inhibition, % at 5.5 µM;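 active means inhibition above the mean inhibition across all screened compounds plus 3 SD, cut at about 44% in these data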;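 further: 0% = DMSO only wells and 100% = 100 µM nifuroxazide control wells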
NF-kB expr up – raises NF-kB expression in human neuronal cells | NF-kB reporter expression; active compounds read high | fold change at 12.5 µM | actives 1.6% (n = 190,000); in the data active means fold change above about 3.3
* hit, by the source's call. Not all compounds are listed; count on the stated rates, not on these rows.

What do the screens show for `Cc1c(N=Nc2c(O)[nH]c(=S)[nH]c2=O)c(=O)n(-c2ccccc2)n1C`?
STAT1 activator: 97.3; APP 5'UTR act: 32.1; STAT1 inh: 3.0; FLuc inh counter: -0.6; FLuc act counter: 1; STAT3 act: 82.8; APP 5UTR inh: -32.1; STAT3 inh: 19.3; NF-kB expr up: 0.95

What do the screens show for `CCOP(=O)(OCC)c1cccc(O)c1`?
STAT1 activator: 102.7; APP 5'UTR act: -0.6; ROMK primary: -0.265; STAT1 inh: -3.9; FLuc inh counter: 6.2; FLuc act counter: 0.9; STAT3 act: 98.9; APP 5UTR inh: 0.6; STAT3 inh: 12.4; NF-kB expr up: 1.23

Results for Cc1ccccc1NC1=NCCCS1 ?
STAT1 activator: 99.8; APP 5'UTR act: 34.5; ROMK primary: -0.232; STAT1 inh: 0.3; FLuc inh counter: -6.0; FLuc act counter: 1.1; STAT3 act: 105.4; APP 5UTR inh: -34.5; STAT3 inh: -3.7; NF-kB expr up: 1.04

How did CN1CCN(Cc2ccccc2Sc2ccccc2)CC1 do in these assays?
STAT1 activator: 104.7; APP 5'UTR act: 13.1; ROMK primary: 0.86; STAT1 inh: -5.3; FLuc inh counter: -0.1; FLuc act counter: 1; STAT3 act: 83.4; APP 5UTR inh: -13.1; STAT3 inh: 23.0; NF-kB expr up: 1.04

How did Cc1ccc(-c2nc3ccccc3c(=O)n2-c2cccnc2)cc1 do in these assays?
STAT1 activator: 96.2; APP 5'UTR act: 6.9; ROMK primary: 0.335; STAT1 inh: 4.3; FLuc inh counter: 0.9; FLuc act counter: 1; STAT3 act: 103.8; APP 5UTR inh: -6.9; STAT3 inh: -7.0; NF-kB expr up: 1.42

How did CN1C(=O)N(C)C(=O)C2(Cc3c(nc4ccccn4c3=O)N3CCc4ccccc4C32)C1=O (stereo not given) do in these assays?
STAT1 activator: 89.1; APP 5'UTR act: 2.3; ROMK primary: 1.87; STAT1 inh: 12.0; FLuc inh counter: -4.7; FLuc act counter: 1; STAT3 act: 120.6; APP 5UTR inh: -2.3; STAT3 inh: -20.6; NF-kB expr up: 0.72

How did O=[N+]([O-])c1cc(F)c(N2CCCC2)cc1Br do in these assays?
STAT1 activator: 88.0; APP 5'UTR act: 9.0; ROMK primary: -2.14; STAT1 inh: 12.8; FLuc inh counter: -4.7; FLuc act counter: 1; STAT3 act: 85.0; APP 5UTR inh: -9.0; STAT3 inh: 20.9; NF-kB expr up: 1.04

How did O=C(COc1ccc2ccccc2c1)N1CCN(C2CCN(Cc3ccccc3)CC2)CC1 do in these assays?
STAT1 activator: 97.3; APP 5'UTR act: -9.0; ROMK primary: -2.99*; STAT1 inh: 5.2; FLuc inh counter: -1.8; FLuc act counter: 1; STAT3 act: 91.7; APP 5UTR inh: 9.0; STAT3 inh: 10.0; NF-kB expr up: 0.65

Results for Cc1ccc2c(c1)[C@@H]1CN(C)CC[C@@H]1N2C(=O)Nc1cccc(C(F)(F)F)c1 ?
STAT1 activator: 99.3; APP 5'UTR act: 2.8; ROMK primary: -1.19; STAT1 inh: 0.7; FLuc inh counter: -2.4; FLuc act counter: 1; STAT3 act: 99.7; APP 5UTR inh: -2.8; STAT3 inh: -1.2; NF-kB expr up: 0.96

Results for Cc1cc(/C=C2\C(=O)NC(=O)N(Cc3ccccc3Cl)C2=O)c(C)n1-c1ccc(C(=O)O)cc1 ?
STAT1 activator: 99.7; APP 5'UTR act: 0.9; ROMK primary: -2.02; STAT1 inh: -1.3; FLuc inh counter: -6.9; FLuc act counter: 1.1; STAT3 act: 104.1; APP 5UTR inh: -0.9; STAT3 inh: -0.2; NF-kB expr up: 0.97

How did Cc1occc1C(=O)N1CCC2(CC1)OCCO2 do in these assays?
STAT1 activator: 102.6; APP 5'UTR act: -0.6; STAT1 inh: -2.8; FLuc inh counter: -8.2; FLuc act counter: 1.1; STAT3 act: 98.4; APP 5UTR inh: 0.6; STAT3 inh: 1.5; NF-kB expr up: 1.06

What do the screens show for `COc1ccccc1NC1(C#N)CCCCC1`?
STAT1 activator: 92.2; APP 5'UTR act: -18.2; ROMK primary: 0.839; STAT1 inh: 8.4; FLuc inh counter: -1.0; FLuc act counter: 1; STAT3 act: 102.7; APP 5UTR inh: 18.2; STAT3 inh: -3.7; NF-kB expr up: 1.11

What do the screens show for `COc1ccc2c(c1)c(C(=O)CN1CCC3(CC1)OCCO3)c(C)n2Cc1ccccc1`?
STAT1 activator: 100.8; APP 5'UTR act: -14.5; STAT1 inh: -0.9; FLuc inh counter: -4.6; FLuc act counter: 1; STAT3 act: 105.1; APP 5UTR inh: 14.5; STAT3 inh: -1.8; NF-kB expr up: 1.14

How did N[C@@H](Cc1c[nH]c2ccccc12)c1nnc(SCc2c(F)cccc2Cl)o1 do in these assays?
STAT1 activator: 95.8; APP 5'UTR act: -1.9; STAT1 inh: 4.7; FLuc inh counter: -4.7; FLuc act counter: 1; STAT3 act: 91.6; APP 5UTR inh: 1.9; STAT3 inh: 13.9; NF-kB expr up: 1.05

What do the screens show for `CN1C(=O)C(=Cc2ccc(N3CCCCCC3)o2)C(=O)N(C)C1=S`?
STAT1 activator: 107.4; APP 5'UTR act: 7.5; STAT1 inh: -8.3; FLuc inh counter: 15.5; FLuc act counter: 0.8; STAT3 act: 104.0; APP 5UTR inh: -7.5; STAT3 inh: 0.0; NF-kB expr up: 1.46

How did CCc1ccc(CNCCc2ccccc2F)cc1 do in these assays?
STAT1 activator: 101.8; APP 5'UTR act: 0.9; STAT1 inh: -2.0; FLuc inh counter: -2.3; FLuc act counter: 1; STAT3 act: 97.0; APP 5UTR inh: -0.9; STAT3 inh: 6.1; NF-kB expr up: 1.01

What do the screens show for `CNP(=O)(Oc1ccccc1)OC12CC3CC(CC(C3)C1)C2` (stereo not given)?
STAT1 activator: 97.6; APP 5'UTR act: -10.5; ROMK primary: 0.759; STAT1 inh: 1.2; FLuc inh counter: -5.2; FLuc act counter: 1.1; STAT3 act: 105.3; APP 5UTR inh: 10.5; STAT3 inh: -1.4; NF-kB expr up: 1.09

Results for COc1ccccc1N1C(=O)NC(=O)C2(Cc3cc(C)ccc3N(C)C2)C1=O (stereo not given) ?
STAT1 activator: 98.0; APP 5'UTR act: -11.9; ROMK primary: 0.0129; STAT1 inh: 2.2; FLuc inh counter: -4.7; FLuc act counter: 1; STAT3 act: 97.1; APP 5UTR inh: 11.9; STAT3 inh: 6.4; NF-kB expr up: 1.01

What do the screens show for `C/C(CCc1c[nH]c2ccccc12)=N\O`?
STAT1 activator: 93.4; APP 5'UTR act: 0.5; STAT1 inh: 7.3; FLuc inh counter: 4.9; FLuc act counter: 1; STAT3 act: 98.0; APP 5UTR inh: -0.5; STAT3 inh: 2.9; NF-kB expr up: 1.03

How did c1ccc(C2NCc3ccccc3-n3cccc32)cc1 (stereo not given) do in these assays?
STAT1 activator: 97.6; APP 5'UTR act: -2.1; STAT1 inh: 2.7; FLuc inh counter: -3.6; FLuc act counter: 1; STAT3 act: 107.7; APP 5UTR inh: 2.1; STAT3 inh: -4.0; NF-kB expr up: 0.89

In the list so far, these contain a Cl atom:
Results for Cc1cc(/C=C2\C(=O)NC(=O)N(Cc3ccccc3Cl)C2=O)c(C)n1-c1ccc(C(=O)O)cc1 ?
STAT1 activator: 99.7; APP 5'UTR act: 0.9; ROMK primary: -2.02; STAT1 inh: -1.3; FLuc inh counter: -6.9; FLuc act counter: 1.1; STAT3 act: 104.1; APP 5UTR inh: -0.9; STAT3 inh: -0.2; NF-kB expr up: 0.97

How did N[C@@H](Cc1c[nH]c2ccccc12)c1nnc(SCc2c(F)cccc2Cl)o1 do in these assays?
STAT1 activator: 95.8; APP 5'UTR act: -1.9; STAT1 inh: 4.7; FLuc inh counter: -4.7; FLuc act counter: 1; STAT3 act: 91.6; APP 5UTR inh: 1.9; STAT3 inh: 13.9; NF-kB expr up: 1.05

Remaining list, next part.
Results for O=C1NC(=O)N(c2ccccc2F)C(=O)/C1=C/c1ccc(Sc2nc3ccccc3[nH]2)o1 ?
STAT1 activator: 93.8; APP 5'UTR act: 7.1; STAT1 inh: 6.8; FLuc inh counter: 9.0; FLuc act counter: 0.9; STAT3 act: 108.6; APP 5UTR inh: -7.1; STAT3 inh: -15.7; NF-kB expr up: 0.86

How did CSc1ccc(C(=O)C2CCCN(Cc3cnc(SC)nc3)C2)cc1 (stereo not given) do in these assays?
STAT1 activator: 96.0; APP 5'UTR act: -2.3; ROMK primary: -1.06; STAT1 inh: 2.5; FLuc inh counter: -9.9; FLuc act counter: 1.1; STAT3 act: 106.0; APP 5UTR inh: 2.3; STAT3 inh: -4.7; NF-kB expr up: 1.23

How did CC(C)c1oc(=O)cc2c1[C@@H](O)[C@H]1OC(=O)[C@@]3(C)CC[C@@H](O)[C@@]2(C)C13 (stereo not given in full) do in these assays?
STAT1 activator: 87.8; APP 5'UTR act: 22.4; ROMK primary: -0.266; STAT1 inh: 13.4; FLuc inh counter: -2.5; FLuc act counter: 1; STAT3 act: 102.0; APP 5UTR inh: -22.4; STAT3 inh: -5.2; NF-kB expr up: 3.31*

Results for COc1ccccc1N1CCN(Cc2ccc(Cl)cc2Cl)CC1 ?
STAT1 activator: 95.6; APP 5'UTR act: -7.1; ROMK primary: 0.808; STAT1 inh: 4.8; FLuc inh counter: -9.2; FLuc act counter: 1.1; STAT3 act: 99.3; APP 5UTR inh: 7.1; STAT3 inh: 6.7; NF-kB expr up: 1.18

How did CCn1ccnc1CN1CCCC(C(=O)c2cc(Cl)ccc2OC)C1 (stereo not given) do in these assays?
STAT1 activator: 85.7; APP 5'UTR act: 11.1; ROMK primary: -1.89; STAT1 inh: 16.0; FLuc inh counter: 3.0; FLuc act counter: 1; STAT3 act: 96.8; APP 5UTR inh: -11.1; STAT3 inh: 9.7

Results for COC(=O)C1=Nc2ccccc2/C1=C\c1c(O)n(-c2cc(OC)ccc2OC)c(=O)[nH]c1=O ?
STAT1 activator: 99.1; APP 5'UTR act: -15.0; ROMK primary: 0.238; STAT1 inh: 1.1; FLuc inh counter: -3.0; FLuc act counter: 1; STAT3 act: 110.0; APP 5UTR inh: 15.0; STAT3 inh: -14.0; NF-kB expr up: 0.93

Results for COc1ccc(CC2c3cc(OC)c(OC)cc3CCN2C)cc1OC (stereo not given) ?
STAT1 activator: 95.0; APP 5'UTR act: -0.9; STAT1 inh: 5.4; FLuc inh counter: -5.8; FLuc act counter: 1.1; STAT3 act: 91.3; APP 5UTR inh: 0.9; STAT3 inh: 15.1; NF-kB expr up: 1.21

How did CCn1cc(/C=c2/sc3n(c2=O)C2c4ccccc4OC(C)(N=3)C2C(=O)OC)c(C)n1 (stereo not given) do in these assays?
STAT1 activator: 93.6; APP 5'UTR act: 15.5; ROMK primary: 0.0598; STAT1 inh: 5.8; FLuc inh counter: -10.7; FLuc act counter: 1.1; STAT3 act: 105.1; APP 5UTR inh: -15.5; STAT3 inh: -2.6; NF-kB expr up: 1.09

How did COc1ccc(-c2cc(=NCCC(=O)O)c3cc(C)ccc3o2)cc1 do in these assays?
STAT1 activator: 153.4*; APP 5'UTR act: 144.8*; ROMK primary: 0.499; STAT1 inh: -58.8; FLuc inh counter: 12.6; FLuc act counter: 0.9; STAT3 act: 94.2; APP 5UTR inh: -144.8; STAT3 inh: 8.5; NF-kB expr up: 3.7*
